Compound activity (PubChem BioAssay)
DAGLB inhibitor = DAGLB lipase inhibitors, primary screen, biochemical, fluorescence, HTS; Diacylglycerol lipase-beta (Homo sapiens), Q8NCG7; HEK293T DAGLB membrane lysate, EnzChek fluorogenic substrate; inhibition, % at 5.17 µM; hit rate 0.059% among 340,000; AID 504411, 2011; in the data active means inhibition above about 34%;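 further: 0% = enzyme with vehicle and 100% = wells lacking enzyme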
PvdQ acylase = P. aeruginosa PvdQ acylase inhibitors, primary screen, biochemical, fluorescence, plate reader and imaging, single point. inhibition, % at 10 µM. PvdQ acylase [Pseudomonas aeruginosa LESB58]. purified PvdQ acylase. AID 488965, 2010. hit rate 0.063% among 340,000; in the data active means inhibition above about 30%, passing the limit was not always enough; inconclusive means no clear call, values can overlap the other calls;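 further: 0% = vehicle neutral wells and 100% = reference inhibitor wells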
SR-BI HDL uptake = inhibitors of SR-BI mediated HDL lipid uptake, primary screen, ldlA[mSR-BI] cells, fluorescence, single point | Scavenger receptor class B member 1 (Mus musculus), Q61009 | ldlA[mSR-BI] CHO cells, DiI-HDL uptake fluorescence, 3 h | inhibition, % at 12.5 µM | hit rate 0.96% among 320,000;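 active means mean replicate inhibition of at least 70% and a set share of replicates each scoring 70 or more; inconclusive means meets just one of the two criteria; inactive means fails both criteria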;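 further: 0% = median of neutral control wells and 100% = median of positive control wells; values of inactives mirror those of a sister screen read the other way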
Cardiac RTF inh = cardiac RTF calcium sensitivity inhibitors, primary screen, biochemical, IANBD-TnC fluorescence, EC70 calcium; IANBD-labeled cardiac RTF, Ca2+ fluorescence; inhibition, % at 7.15 µM; AID 493244, 2011; hit rate 0.12% among 340,000;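 active means inhibition above the mean inhibition of all tested compounds plus 3 SD, cut at about 17% in these data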;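 further: assay run at fixed EC70 calcium of 1.6 mM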
NSD2 inh = NSD2 histone methyltransferase inhibitors, primary screen, biochemical, AlphaScreen, single concentration, set 2; NSD2 peptide methylation, 120 min; AID 743445, 2014; inhibition, % at 12.5 µM; hit rate 0.54% among 310,000; in the data active means inhibition above about 50%
Target sequence (O96028 whole entry, looked up): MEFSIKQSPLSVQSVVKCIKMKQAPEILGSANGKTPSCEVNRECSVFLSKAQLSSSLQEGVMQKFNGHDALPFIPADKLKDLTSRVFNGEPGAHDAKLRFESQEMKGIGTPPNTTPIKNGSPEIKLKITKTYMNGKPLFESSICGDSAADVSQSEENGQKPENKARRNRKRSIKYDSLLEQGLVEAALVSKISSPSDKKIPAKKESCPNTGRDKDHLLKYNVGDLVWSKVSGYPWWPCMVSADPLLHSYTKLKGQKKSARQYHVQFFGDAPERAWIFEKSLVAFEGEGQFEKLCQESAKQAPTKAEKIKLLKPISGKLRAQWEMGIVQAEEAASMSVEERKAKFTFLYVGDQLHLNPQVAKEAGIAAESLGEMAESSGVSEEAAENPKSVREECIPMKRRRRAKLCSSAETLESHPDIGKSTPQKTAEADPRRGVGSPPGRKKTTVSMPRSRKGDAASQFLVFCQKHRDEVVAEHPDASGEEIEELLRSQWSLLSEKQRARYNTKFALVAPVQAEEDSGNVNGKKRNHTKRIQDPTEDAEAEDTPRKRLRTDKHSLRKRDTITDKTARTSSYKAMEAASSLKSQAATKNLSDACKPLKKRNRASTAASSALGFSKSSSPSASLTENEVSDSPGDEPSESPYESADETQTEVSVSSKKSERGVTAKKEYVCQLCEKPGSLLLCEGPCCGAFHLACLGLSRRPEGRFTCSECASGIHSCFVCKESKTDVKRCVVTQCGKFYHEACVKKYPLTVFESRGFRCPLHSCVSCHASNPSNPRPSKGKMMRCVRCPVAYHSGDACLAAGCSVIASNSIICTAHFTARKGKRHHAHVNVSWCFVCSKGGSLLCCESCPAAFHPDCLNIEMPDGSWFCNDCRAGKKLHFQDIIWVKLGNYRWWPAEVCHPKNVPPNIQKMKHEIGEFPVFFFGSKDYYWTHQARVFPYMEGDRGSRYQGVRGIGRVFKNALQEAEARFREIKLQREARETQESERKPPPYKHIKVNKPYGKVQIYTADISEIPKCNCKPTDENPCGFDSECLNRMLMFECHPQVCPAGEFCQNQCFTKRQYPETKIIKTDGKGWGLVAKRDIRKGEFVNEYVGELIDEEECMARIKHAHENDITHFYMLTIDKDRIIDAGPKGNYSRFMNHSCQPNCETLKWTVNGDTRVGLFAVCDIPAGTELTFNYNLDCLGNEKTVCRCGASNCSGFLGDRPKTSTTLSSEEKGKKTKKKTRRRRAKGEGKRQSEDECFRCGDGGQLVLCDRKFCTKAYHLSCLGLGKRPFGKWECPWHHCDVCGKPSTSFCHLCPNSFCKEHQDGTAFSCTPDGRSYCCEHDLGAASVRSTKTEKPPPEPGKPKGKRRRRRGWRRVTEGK
C-LANA FP = inhibitors of KSHV C-LANA binding to DNA, primary screen, biochemical, fluorescence polarization, FAM-LBS DNA, MBP-C-LANA, single point | AID 504423, 2011 | hit rate 0.078% among 340,000 | Kaposi's sarcoma herpesvirus LANA C-terminal domain (residues 932-1162) DNA binding | inhibition, % at 9 µM;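 active means highest replicate inhibition at or above 60% at 9 µM, even if other replicates fall short; inactive means all replicates below 60% inhibition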;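 further: 0% = neutral control wells and 100% = 4 µM acridine orange control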
Keap1 Nrf2 FP = Keap1-Nrf2 protein-protein interaction inhibitors, primary screen, biochemical, fluorescence polarization, single point; Kelch-like ECH-associated protein 1 (Homo sapiens), Q14145; Keap1 Kelch-Nrf2 peptide fluorescence polarization, 1536-well; inhibition, % at 9.4 µM; hit rate 0.15% among 340,000; AID 504523, 2011; in the data active means inhibition above about 12%; inconclusive means no clear call, values can overlap the other calls; inactive means below about 7.3%;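 further: human Keap1 Kelch domain with fluorescein labeled Nrf2 9mer peptide probe; 0% = neutral control wells and 100% = peptide positive control; higher means more block of Keap1 binding to Nrf2 peptide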
SR-BI uptake up = activators of SR-BI mediated DiI-HDL uptake, primary screen, ldlA[mSR-BI] CHO cells, DiI fluorescence; AID 504775, 2011; hit rate 0.096% among 320,000; activation, % at 12.5 µM; 3 h; 100 = double the neutral-control signal;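 active means mean replicate activation of at least 60% and every replicate at or above 60%; inconclusive means mean or all-replicate condition met, but not both; inactive means mean below 60% and not all replicates reaching 60%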;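 further: 0% = median plate neutral-control signal and 100% = twice that signal; values of inactives mirror those of a sister screen read the other way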
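Test system: SR-BI-overexpressing, LDLR-lacking CHO cells; Medium: Ham's F12 with 0.5% BSA, HEPES 25 mM, pH 7.4; Schedule: 3 h, 37 °C; Technique: bottom-read fluorescence, 550/595 nm.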
PKA-R2B activ = activators of PKA-R2B holoenzyme, primary screen, biochemical, fluorescence polarization, Cy5-IP20, human; cAMP-dependent protein kinase catalytic subunit beta (Homo sapiens) + cAMP-dependent …; hit rate 0.079% among 340,000; PKA-R2B holoenzyme dissociation; R2B truncated from residue 108, S112A mutant; 0% DMSO only, 100% 113 µM cGMP; activation, % at 11.4 µM;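 active means activation above a cutoff set at the mean over all compounds plus 3 SD, cut at about 18% in these data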;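 further: higher means more holoenzyme dissociation and a rise in polarization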
Arr AP2 block = inhibitors of beta-arrestin/AP2 binding, primary screen, biochemical, GPCR trafficking, flow cytometry | AID 504490, 2011 | hit rate 0.31% among 340,000 | FITC-arrestin peptide / GST-AP2 beads; AP2 beta2 appendage carries R879A mutation | beta-arrestin 1 C-terminal peptide binding to AP2 beta2-adaptin appendage (human) | inhibition, % at 10 µM;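 active means inhibition above a set limit, near 3 SD of compounds lacking own fluorescence, cut at about 54% in these data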;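 further: plate controls were DMSO wells for no effect and 5 µM unlabelled arrestin peptide for full effect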
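System: GST-AP2 R879A glutathione beads. Medium: PBS with 0.05% Tween 20 and 0.1% BSA. Also added: FITC-arrestin peptide, 50 nM. Incubation: 12 min plus 1 h, RT. Measured by: high-throughput flow cytometry of beads, ex 488, em 535 nm. Evaluation: percent drop in bead-associated FITC signal.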
Numbers without * were called inactive; u = inconclusive; x = no result given.

SMILES	DAGLB inhibitor	PvdQ acylase	SR-BI HDL uptake	Cardiac RTF inh	NSD2 inh	C-LANA FP	Keap1 Nrf2 FP	SR-BI uptake up	PKA-R2B activ	Arr AP2 block
O=C(Nc1cccc(-c2nc3ncccc3o2)c1)c1sc2cc(Cl)ccc2c1Cl	0.0	-9.6	14.9	-3.1	1.8	1.3	-1.1	-14.9	-0.3	4.3
CCOC(=O)C1CCN(C(=O)COc2ccc(S(=O)(=O)NC(C)(C)C)cc2)CC1	0.5	5.0	-12.3	-1.2	0.1	1.0	-0.1	12.3	5.9	25.2
CN1CCN(c2ccccc2NC(=O)COc2ccc(Br)cc2)CC1	-3.1	-10.8	-4.3	-6.0	0.7	0.4	6.0	4.3	4.0	-2.0
COc1cnc(SCc2ccc(Cl)cc2)nc1Cl	-5.4	-8.5	-20.2	-3.0	-3.7	-0.5	0.3	20.2	6.2	3.1
O=C(CN1C(=O)c2ccccc2C1=O)NCC1CCCO1 (centres undefined)	-4.0	-5.6	x	-4.5	0.3	0.7	-2.6	x	-15.2	-5.6
COc1ccc(-c2cc(=O)oc3cc(OCC(=O)Nc4ccccn4)ccc23)cc1	-3.5	-15.2	-18.3	-1.2	-8.1	0.7	1.3	18.3	-0.5	-18.3
O=C(O)c1ccc(NC(=O)c2cccc(N3C(=O)C4C5CCC(C5)C4C3=O)c2)cc1 (centres undefined)	1.2	-8.7	-24.1	5.2	0.7	0.6	4.7	24.1	-9.2	-3.3
O=C(Nc1nnc(C2CC2)s1)c1n[nH]c(=O)c2ccccc12	0.8	4.5	-13.4	-1.6	1.7	-0.8	4.3	13.4	5.2	28.0
COc1cccc(NC(=O)CN2CCN(CC(=O)Nc3ccccc3Cl)CC2)c1	-1.9	-14.3	19.8	-9.5	-0.2	-0.2	4.9	-19.8	-7.7	6.1
Cc1c(NC(=O)C(C)N2C(=O)C3CCCCC3C2=O)c(=O)n(-c2ccccc2)n1C (centres undefined)	-2.3	-14.1	-10.4	-2.1	-0.4	2.0	0.6	10.4	-5.8	-14.8
CCC(C)(C)NC(=O)C(c1cccn1C)N(Cc1ccc(C)cc1)C(=O)Cn1nnc2ccccc21 (centres undefined)	-0.5	4.7	-20.6	-1.3	0.5	0.5	-3.0	20.6	0.0	7.5
CC1(C)CC(=O)C(CS(=O)(=O)c2ccccc2)=C(O)C1	5.3	-6.8	-2.0	-16.7	0.8	3.2	u	2.0	3.1	41.7
CCNc1nc(Oc2ccc(C#N)cc2)cc(C(F)(F)F)n1	-8.1	-12.4	33.1	-18.1	-10.9	-1.2	-5.0	-33.1	-4.0	3.5
Cc1ccc(S(=O)(=O)N2C[C@@H]3c4ccccc4N(S(=O)(=O)c4ccc(C)cc4)[C@@H]3[C@@H](C)C2CC(=O)c2ccccc2)cc1 (some centres undefined)	-17.4	0.8	-8.5	-10.6	x	-0.9	-1.1	8.5	-0.1	9.2
COc1ccc(N2C(=O)C(CC(=O)Nc3ccccc3)N(Cc3ccc4c(c3)OCO4)C2=O)cc1 (centres undefined)	-4.8	-18.1	-0.5	-2.6	-2.5	-0.2	-0.7	0.5	0.3	1.2
COc1ccc2c(c1)c(CC(=O)Nc1ccc(C(C)=O)cc1)c(C)n2C(=O)c1ccc(Cl)cc1	-7.0	-12.4	-7.6	-4.9	-3.3	2.7	-7.6	7.6	1.1	7.6
O=C(O)c1cccc(CN2C(=O)S/C(=C/c3ccccc3[N+](=O)[O-])C2=O)c1	-1.0	-5.0	x	8.7	1.8	-0.3	0.7	x	0.5	10.9
CCCCCCCCCC[N+](C)(C)CC/C=C1/c2ccccc2Sc2ccc(Cl)cc21	5.0	-10.5	-12.5	5.7	14.2	-0.8	2.7	12.5	5.5	3.0
CC(C)(C)c1ccc(NC(=O)Cn2cnc3cc([N+](=O)[O-])ccc3c2=O)cc1	x	-18.6	22.6	x	-0.6	-1.5	-2.2	-22.6	x	-6.6
O=C1OC[C@H]2CCCN2C(=O)[C@@H](CC(=O)N(CCO)Cc2ccccc2)C/C=C\CC[C@@H]1Cc1ccc(F)cc1	-1.7	-12.4	19.2	0.7	x	1.6	0.6	-19.2	-10.2	x
COc1ccc(/C(N)=N/OC(=O)/C=C/c2ccccc2)cc1	-5.5	6.3	-16.6	3.5	5.0	-2.0	-2.7	16.6	-0.1	-0.6
CC(Nc1cc(N2CCN(C(=O)C(C)(C)C)CC2)ccc1[N+](=O)[O-])c1ccccc1 (centres undefined)	2.8	-3.9	45.8	1.1	1.6	0.2	-6.3	-45.8	-6.1	-1.6
CCCC1C(=O)N2C(N(C)C)=Nc3ccc(C)cc3N2C1=O (centres undefined)	0.9	-6.6	10.8	-8.8	x	-1.9	-5.2	-10.8	-0.8	-9.1
C=CCNC(=O)c1ccc(OC)cc1OC	-1.0	-7.4	-2.5	1.9	7.1	0.7	-4.0	2.5	4.0	14.2
COc1ccc(CCNC(=O)C(=O)NCC2OCCN2S(=O)(=O)c2ccc(F)cc2)cc1OC (centres undefined)	-0.5	-10.4	29.5	-3.3	x	-1.0	1.3	-29.5	6.9	0.3
CCOc1ccc2nc(-c3ccccc3)nc(SCC(=O)OC)c2c1	-1.9	-17.0	29.1	-1.5	-2.5	0.2	-0.7	-29.1	-8.3	-1.0
COc1ccc(C(=O)N/N=C\c2ccoc2)cc1	-2.4	4.6	-10.0	-7.9	0.4	-0.3	2.5	10.0	-2.5	47.1
CC(NS(=O)(=O)OCC(Cl)(Cl)Cl)c1ccc(Br)cc1 (centres undefined)	-3.0	-6.9	-24.9	5.1	x	3.6	-5.4	24.9	-6.1	0.9
CN(CC(=O)NCCN1CCCCCC1)S(=O)(=O)c1cccc2nsnc12	-0.1	9.6	-2.8	-5.8	x	-0.7	-3.6	2.8	-13.0	4.3
O=C(Cc1ccccc1F)Nc1ccc(SC(F)F)cc1	-3.4	-14.7	-24.4	-6.4	-1.5	-1.1	-1.7	24.4	3.9	17.0
Cc1nnc(NC(=O)CSc2n[nH]c(-c3ccccc3C)n2)s1	1.6	-0.9	x	1.1	0.0	0.9	-0.6	x	-0.2	23.8
COc1ccc(-c2ccc(CCC(=O)O)n2CC(=O)Nc2ccccc2C)cc1	-2.5	-8.3	x	-3.5	16.2	1.0	-3.0	x	-0.1	4.9
CCOc1ccc(/C=N/NC(=O)COc2ccccc2-c2ccccc2)cc1	-0.8	9.3	47.5	-6.6	-0.7	2.4	-0.9	-47.5	-3.8	27.3
CCOC(=O)c1c(NC(=O)CSc2nnnn2C)sc(CC)c1C	1.7	7.5	58.4	-0.7	-0.4	-11.5	-5.1	-58.4	-2.5	43.5
COc1ccc(NC(=S)N2CCN(c3ncccn3)CC2)cc1	-0.2	-10.2	-15.3	-7.8	-2.0	2.0	-0.6	15.3	7.6	-9.1
CCN(CC)CC#CCC(O)(c1ccccc1)C1CCCCC1 (centres undefined)	3.2	-16.0	-0.6	-4.2	5.1	1.0	-0.8	0.6	-5.4	0.0
C=CCNc1nc(N)c([N+](=O)[O-])c(NCCO)n1	-1.4	-8.7	7.5	1.9	0.1	-0.8	-3.6	-7.5	-6.7	-5.0
CCN1CCN(CCC(=O)Nc2ccc3c(c2)OCO3)CC1	-0.5	9.7	-28.9	-7.2	5.2	-0.2	0.8	28.9	-7.1	1.1
COCc1cc(CN(C)C(=O)c2oc3c(F)cccc3c2C)[nH]n1	0.2	14.7	-18.6	4.2	x	-0.9	2.0	18.6	8.1	-4.4
CC(C)(c1ccccc1)c1ccc(OCCN)cc1	-1.4	-11.6	x	-4.0	2.0	-0.1	-1.9	x	3.9	15.2
CC(C)C(NC(=O)c1ccccc1NC(=O)C(C)(C)C)C(=O)N1CCOCC1 (centres undefined)	-0.9	-10.4	-16.4	-6.5	-1.4	1.0	-0.1	16.4	-6.4	-14.1
COC(=O)c1ccc(OCCOc2ccccc2C)cc1	-13.8	-8.4	-20.9	-4.4	-12.3	-0.1	0.8	20.9	4.6	13.3
COC(=O)[C@@H]1C[C@@H]2CC[C@@H](O)C[C@@H]2N1Cc1ccc(Cl)cc1	-3.4	-12.4	-13.8	-8.4	x	2.2	-8.6	13.9	-6.3	0.0
COc1ccc(/C=N/NC(N)=S)cc1OC(=O)c1cccc2ccccc12	-4.3	6.3	0.2	3.1	-0.4	0.7	-0.1	-0.2	-13.0	13.4
CC(C)c1ccc(/C=C/C(=O)NC2CCCCC2)cc1	-4.2	-7.6	-3.3	1.4	-2.1	0.4	-0.9	3.2	-7.8	-17.2
CCOCC(=O)Nc1ccc(S(=O)(=O)Nc2nccs2)cc1	2.9	-2.0	-7.6	6.2	-0.7	-0.4	-1.7	7.6	6.4	21.3
Nc1c(-c2ccccc2)cnn1C1CCS(=O)(=O)C1 (centres undefined)	-0.8	-6.7	-12.2	-23.7	-1.9	-3.1	-5.5	12.2	-0.5	8.1
Fc1ccccc1C1c2[nH]c3ccccc3c2CCN1CCCn1cccn1 (centres undefined)	-0.4	3.1	-5.6	6.9	1.4	0.9	1.6	5.6	-5.5	-1.4
COc1ccc(CNC(=O)CSc2nnc(NC(=O)c3ccccc3F)s2)cc1	2.2	-12.3	x	-12.9	x	0.6	1.7	x	1.4	10.7

Not a hit list. About 2.1% of those tested had a hit in this group.
